Source: PubChem BioAssay
Tb PYK inh: qHTS of Trypanosoma Brucei Inhibitors. TbPYK enzyme, Kinase-Glo Plus ATP luminescence, 45 min. 410,000 tested, 0.12% active. Potency, µM (titrated, usually from 76.8 µM), for the others: at the highest dose activity, negative = inhibition, usual class: inhibitors. pyruvate kinase (Trypanosoma brucei), Q57TT1. AID 624173, 2012; also: potency is read from the fitted curve at half-maximal effect; nearly all actives have a fitted effect of over 50% in size
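In this concentration-response screen, enzyme-free wells defined baseline while DMSO plates tracked drift. Each reaction combined TbPYK, substrate, compound and 130 uM ADP for 45 min at room temperature. Kinase-Glo Plus luminescence gave the signal.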
LmPK inh: qHTS Assay for Inhibitors of Leishmania Mexicana Pyruvate Kinase (LmPK) | Potency, µM (series often up to 57.5 µM), without a hit: top-dose activity change, negative = inhibition, hits mostly inhibitors | Q27686 | purified LmPK, Kinase-Glo ATP luminescence, 1 h | 290,000 tested, 0.37% active; also: potency is read from the fitted curve at half-maximal effect
Target sequence (Q27686 whole entry, looked up): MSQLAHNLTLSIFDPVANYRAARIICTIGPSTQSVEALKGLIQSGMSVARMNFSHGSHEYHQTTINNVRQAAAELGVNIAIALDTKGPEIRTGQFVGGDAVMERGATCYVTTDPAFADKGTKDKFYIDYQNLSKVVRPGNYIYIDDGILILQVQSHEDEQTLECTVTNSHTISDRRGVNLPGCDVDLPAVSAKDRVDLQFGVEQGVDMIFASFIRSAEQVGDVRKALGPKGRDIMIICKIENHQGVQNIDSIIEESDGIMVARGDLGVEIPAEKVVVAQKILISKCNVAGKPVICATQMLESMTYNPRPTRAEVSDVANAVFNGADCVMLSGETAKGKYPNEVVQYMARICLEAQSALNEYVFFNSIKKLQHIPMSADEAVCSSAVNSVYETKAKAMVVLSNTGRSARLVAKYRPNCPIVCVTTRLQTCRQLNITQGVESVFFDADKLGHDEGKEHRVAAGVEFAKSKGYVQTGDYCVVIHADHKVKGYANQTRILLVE
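qHTS format; LmPK 0.1 nM; substrates PEP 0.5 mM and ADP 0.1 mM. One-hour room-temperature incubation, then coupled luciferase luminescence; 0.5 nM enzyme wells mark activation.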
AmpC inh detg: qHTS Inhibitors of AmpC Beta-Lactamase (assay with detergent); AmpC hydrolysis of nitrocefin, absorbance 480 nm, 0.01% Triton; Potency, µM (doses to about 114 µM), for inactives: at the top dose activity change, negative = inhibition, actives largely listed as inhibitors; P00811; 370,000 tested, 0.041% active; AID 485294, 2010;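 also: potency is read from the fitted curve at half-maximal effect; 0% = no-compound wells and -100% = no-enzyme wells; nearly all actives have a fitted effect of over 25% in size; some results filed as inactive show a strong effect at the top dose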
Target sequence (P00811 whole entry, looked up): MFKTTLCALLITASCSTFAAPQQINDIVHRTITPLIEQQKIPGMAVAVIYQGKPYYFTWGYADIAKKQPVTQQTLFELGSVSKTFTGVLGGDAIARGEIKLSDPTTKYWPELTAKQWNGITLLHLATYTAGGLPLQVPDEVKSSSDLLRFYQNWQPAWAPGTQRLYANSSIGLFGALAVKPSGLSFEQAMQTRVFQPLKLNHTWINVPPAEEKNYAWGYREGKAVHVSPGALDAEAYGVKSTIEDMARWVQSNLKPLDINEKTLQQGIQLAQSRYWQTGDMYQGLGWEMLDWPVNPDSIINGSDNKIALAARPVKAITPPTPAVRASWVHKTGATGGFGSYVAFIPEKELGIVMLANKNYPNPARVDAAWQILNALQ
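20 mM phosphate pH 7.0 + 0.01% (detergent screen) or 0.0001% Triton X-100; 5.3 nM AmpC reagent; cpd preinc 15 min RT; nitrocefin (800 uM stock) to start; A480 q20 s × 4 min; Activity was normalised to no-enzyme and no-compound control wells.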
HCMV antiviral: qHTS Assay for inhibitors of the human cytomegalovirus (HCMV); HFF cells, HCMV-luciferase reporter, 72 h; active compounds read low; activity change, negative = inhibition, % at 57.5 µM; 410,000 tested, 4.5% active; AID 1259415, 2018; in the data active = activity change below about -60%; inconclusive = no clear call, values can overlap the other calls; inactive = above about -39%
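Cell-based, HFFs, 1000 cells/well, 16 h 37C; cpds in DMSO + HCMV-luc, MOI 1 PFU/cell; 72 h 37C; OneGlo luminescence after 5 min RT; norm. to buffer vs Salinomycin 10uM.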
Sm TGR inh: qHTS Assay for the Inhibitors of Schistosoma Mansoni Peroxiredoxins. Schistosoma mansoni thioredoxin glutathione reductase (TGR), Q962Y6. AID 485364, 2010. 360,000 tested, 3% active. Potency, µM (highest dose often 114 µM), for the others: at the top dose activity change, negative = inhibition, hits mostly inhibitors. purified TGR, DTNB reduction, TNB absorbance 405 nm; also: potency is read from the fitted curve at half-maximal effect; nearly all actives have a fitted effect of over 60% in size
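Kinetic colorimetric format: TGR-catalysed, NADPH-driven DTNB reduction monitored via TNB absorbance. Enzyme dispensed at 20 nM; compound exposure 15 min at room temperature before reaction start.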
AMA1 RON2 block: qHTS for Inhibitors of AMA1-RON; Towards Development of Antimalarial Drug Lead: Primary Screen; Plasmodium falciparum AMA1 (3D7) - RON2 peptide interaction; AlphaScreen AMA1-biotinylated RON2 peptide binding; Potency, µM (doses to about 58.2 µM), for inactives: at the highest dose activity change, negative = inhibition, actives largely listed as inhibitors; 360,000 tested, 0.2% active; AID 720542, 2013;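 also: potency is read from the fitted curve at half-maximal effect; 0% = vehicle wells and -100% = peptide control; nearly all actives have a fitted effect of over 45% in size; some results filed as inactive show a strong effect at the top dose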
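AMA1 (3D7) with his tag at 25 nM final met compounds first, then biotinylated RON2 peptide at 25 nM; detection used donor plus acceptor beads, 10 µg/mL apiece, read by AlphaScreen after 30 min at room temperature.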
AmpC no deterg: qHTS Inhibitors of AmpC Beta-Lactamase (assay without detergent) | AID 485341, 2010 | 330,000 tested, 0.52% active | P00811 | AmpC nitrocefin hydrolysis, absorbance 480 nm, 0.0001% Triton | Potency, µM (top dose mostly 57.1 µM), for the others: at the top dose activity change, negative = inhibition, actives largely listed as inhibitors;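 also: potency is read from the fitted curve at half-maximal effect; plate controls were no compound for no effect and no enzyme for full effect; nearly all actives have a fitted effect of over 20% in size; some results filed as inactive show a strong effect at the top dose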
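20 mM phosphate pH 7.0 + 0.01% (detergent screen) or 0.0001% Triton X-100; 5.3 nM AmpC reagent; cpd preinc 15 min RT; nitrocefin (800 uM stock) to start; A480 q20 s × 4 min; Activity was normalised to no-enzyme and no-compound control wells.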
* hit, by the source's call; ? = inconclusive; / = not tested or not shown; & = joins results of further samples; [ ] = dose if it differs, or a comment. Unless noted, calls follow the shape of the dose curve; as a rule, active = well fitted curve in the direction sought with a large enough effect; inconclusive = small, poorly fitted or top-dose-only effect, or another doubt; inactive = no such curve, though single readings can be large; an effect the other way counts as inactive or inconclusive. Unless noted, % is scaled to controls: 0 for no effect and ±100 for the full control effect. Rows are unselected. Share with any hit: about 7.4%.

Preview, 2 compounds:
SMILES	Tb PYK inh	LmPK inh	AmpC inh detg	HCMV antiviral	Sm TGR inh	AMA1 RON2 block	AmpC no deterg
CCOc1ccccc1CNC(=O)C1CCN(c2nnc(C)c3c(C)n(-c4ccc(C)cc4)nc23)CC1	-2%&1%	4%	0%&2%	-86*	3%&-9%	-11%	110%[activator]
C=CCNC(=O)Nc1ccc2oc(C)nc2c1	8%	-7%	-5%	-7	-16%	-2%	-18%

This part in full, repeating the preview:
SMILES	Tb PYK inh	LmPK inh	AmpC inh detg	HCMV antiviral	Sm TGR inh	AMA1 RON2 block	AmpC no deterg
CCOc1ccccc1CNC(=O)C1CCN(c2nnc(C)c3c(C)n(-c4ccc(C)cc4)nc23)CC1	-2%&1%	4%	0%&2%	-86*	3%&-9%	-11%	110%[activator]
C=CCNC(=O)Nc1ccc2oc(C)nc2c1	8%	-7%	-5%	-7	-16%	-2%	-18%
CNCC(=O)N1CCN(c2ncc(C(F)(F)F)cc2Cl)CC1	-10%	10%	0%	-11	-14%	-8%	-8%
CCCN1C(=O)c2[nH]nc(-c3cccc(OC)c3)c2C1c1ccccn1 (stereo not drawn)	1%	/	5%	120	-8%	/	/
Cc1ccc(CN2CCN(C3CCN(C(=O)Nc4ccc(C)cc4Cl)CC3)C(=O)C2=O)cc1	1%	/	-9%	2	38%[activator]	/	/
Cc1csc(C2=C(O)CN(c3ccc4c(c3)OCCOCCOCCOCCO4)C2=N)n1	0%	5%	0%	41	-6%	7%	13%
CCOc1ccc(CCNC(=O)CSCc2ccc(C)cc2)cc1OCC	-14%	4%	-12%	31	-6%	-20%	28%
CCOc1ccc(NC(=O)NCCN2CCN(c3cccc(C)c3C)CC2)cc1	-11%&-7%	1%	0%&14%	-20&-9	8%&11%	-2%	-9%
CCn1c(=O)cc(OCC(=O)NCC2CCCO2)c2ccccc21 (stereo not drawn)	5%	-8%	-2%	124	2%	2%	0%
O=C(COC(=O)/C=C/c1cccc(Cl)c1)NC1CC1	0%	/	?	34	-5%	17%	4%

Entries shown so far that have a halogen (3):
SMILES	Tb PYK inh	LmPK inh	AmpC inh detg	HCMV antiviral	Sm TGR inh	AMA1 RON2 block	AmpC no deterg
CNCC(=O)N1CCN(c2ncc(C(F)(F)F)cc2Cl)CC1	-10%	10%	0%	-11	-14%	-8%	-8%
Cc1ccc(CN2CCN(C3CCN(C(=O)Nc4ccc(C)cc4Cl)CC3)C(=O)C2=O)cc1	1%	/	-9%	2	38%[activator]	/	/
O=C(COC(=O)/C=C/c1cccc(Cl)c1)NC1CC1	0%	/	?	34	-5%	17%	4%

Further entries follow.
SMILES	Tb PYK inh	LmPK inh	AmpC inh detg	HCMV antiviral	Sm TGR inh	AMA1 RON2 block	AmpC no deterg
COc1ccc(Nc2nnc(SC(C(=O)Nc3ccc(OC)c(Cl)c3)c3ccccc3)s2)cc1 (stereo not drawn)	7%	0%	0%	?	-7%	-17%	?
COC(=O)c1cc(C(=O)c2cc(F)ccc2O)cn2c(=O)c3c(C)c(C)sc3nc12	-2%	6%	0%	?	?	-10%	-34%
O=C(O)c1ccc(CSc2nc3ccccc3o2)cc1	-16%	-1%	-9%	41	-30%	7%	-15%
C=CCNC(=O)COc1coc(CN2CCN(Cc3ccccc3)CC2)cc1=O	0%	-9%	?	-9	0%	-5%	48%
O=C(Oc1ccccc1)c1ccccc1	-6%	/	/	29	/	11%	/
Cc1ccc(/C=N/NC(=O)c2ccc(NC(=O)c3ccc(Cl)cc3)cc2)o1	3%	0%	3%	-11	-13%	3%	-25%
Cc1cccc(NC(=S)N/N=C(\c2ccccc2)C(C)C)c1	-1%	10%	-5%	5	7%	39%[activator]	?
Cc1nn(C)c(C)c1CN(C(=O)CCc1nnc(Cc2c[nH]c3ccccc23)o1)C(C)C	-8%	3%	12%	9	35µM*	-12%	92%[activator]
O=C(c1ccc(OC2CCN(Cc3ccc(F)cc3)CC2)cc1)N1CCCC1	2%	9%	-17%	-19	3%	16%	32%
CCOc1ccc(S(=O)(=O)N2CCOCC2)cc1NC(=O)CN1C(=O)NC(C)(c2ccccc2)C1=O (stereo not drawn)	-1%	/	-8%	-24	5%	-13%	33%
COc1ccc(/C=N/NC(=O)c2ccc(Cn3cc([N+](=O)[O-])cn3)o2)c(OC)c1C	4%	4%	?	32	1%	-11%	-18%
O=C(COc1ccc(S(=O)(=O)N2CCOCC2)cc1)NCCN1CCOCC1	-5%	-2%	-3%	-12	6%	0%	57%
O=C(COc1ccccc1)Nc1nnc(SCc2cc(=O)n3cc(Cl)ccc3n2)s1	6%	/	-1%	3	0%	/	/
Cc1ccccc1Oc1cc(-n2ncc(Cl)c(Cl)c2=O)ncn1	0%	-2%	-22%	-105*	2µM*	-2%	-16%
CC(C)CN1C(=O)CC(Sc2ccccc2C(=O)O)C1=O (stereo not drawn)	-3%	1%	-12%	-2	?	-6%	-6%
C(=C\c1ccccc1)/CN1CCN(C(CCc2ccccc2)c2nnnn2-c2ccc3c(c2)OCCO3)CC1 (stereo not drawn)	1%	/	/	-9	/	?	/
CN(C)CCN(C(=O)c1ccc(S(=O)(=O)N(C)c2ccccc2)cc1)c1nc2cc3c(cc2s1)OCCO3	1%	5%	2%	57	9%	-22%	-2%
COc1ccc(OCCOC(=O)c2ccc(-n3cnnn3)cc2)cc1	2%	6%	-7%	-2	-20%	0%	-14%
O=C1c2ccccc2C(=O)N1OCCOCCOCCBr	0%	10%	?	3	-4%	0%	2%
COc1ccccc1C(=O)N(NC(=O)Oc1ccccc1)C(C)(C)C	-1%	-3%	-10%	86	-8%	-15%	-9%

Next part (4 carried over from the part before).
SMILES	Tb PYK inh	LmPK inh	AmpC inh detg	HCMV antiviral	Sm TGR inh	AMA1 RON2 block	AmpC no deterg
CN(C)CCN(C(=O)c1ccc(S(=O)(=O)N(C)c2ccccc2)cc1)c1nc2cc3c(cc2s1)OCCO3	1%	5%	2%	57	9%	-22%	-2%
COc1ccc(OCCOC(=O)c2ccc(-n3cnnn3)cc2)cc1	2%	6%	-7%	-2	-20%	0%	-14%
O=C1c2ccccc2C(=O)N1OCCOCCOCCBr	0%	10%	?	3	-4%	0%	2%
COc1ccccc1C(=O)N(NC(=O)Oc1ccccc1)C(C)(C)C	-1%	-3%	-10%	86	-8%	-15%	-9%
COc1ccc(NC(=O)C(NC(=O)CC2NC(=O)NC2=O)c2ccccc2)cc1 (stereo not drawn)	0%	-1%	?	?	-17%	-11%	-7%
CCc1cc(=O)oc2c3c(cc(OCC(=O)NCCCn4ccnc4)c12)OC(C)(C)CC3	3%	-13%	-13%	-38	9%	-1%	88%[activator]
O=C(CSc1ncn[nH]1)NCCOc1ccccc1	-4%	3%	?	-23	-6%	-3%	-4%
Cc1ccc(C(C)(O)CS(=O)(=O)Cc2ccccc2Cl)cc1 (stereo not drawn)	-8%	1%	-6%	9	50µM*	-3%	-3%
C=CCN1C(=O)C(Cc2ccc(SC(F)F)cc2)SC1=Nc1ccc(C(=O)O)cc1 (stereo not drawn)	0%	-6%	2%	-33	16%	-8%	-23%
Cc1cccc(NC(=O)CSc2nc3n[nH]c(C)c3c(=N)n2-c2cccc(Cl)c2)c1	-3%	/	-6%	44	1%	/	/
CCOC(=O)CSc1ccc(C(=O)N2CCC3(CC2)OCCO3)cc1[N+](=O)[O-]	2%	4%	-11%	-29	12%	1%	3%
CC(C)CC(=O)N1CCC(O)(CS(=O)(=O)Cc2ccccc2Cl)CC1	-8%	3%	2%	-10	4%	-2%	-5%
O=C(c1cc(-c2ccccc2)on1)N1CCc2ccccc2C1	0%	0%	-7%	12	-12%	?	-4%
O=C1CC(c2ccc(F)cc2)Cc2nc(N3CCc4ccccc43)ncc21 (stereo not drawn)	/	-3%	-10%	/	-5%	/	-15%
O=C(CSc1nc(=O)[nH]c2c1CCCC2)Nc1ccccc1C(F)(F)F	-5%	/	8%	85	4%	/	/
O=C(CCS(=O)(=O)c1ccc(Br)cc1)Nc1cc(F)ccc1F	-8%	1%	0%	7	13µM*	-4%	-22%
COc1ccc(C(=O)C2CCCN(C(=O)c3cccnc3OC)C2)c(C)c1 (stereo not drawn)	1%	4%	8%	11	2%	0%	61%[activator]
CCc1nnc(NC(=O)CSc2nnc(CNc3cccc(Cl)c3)n2CC)s1	-15%	-1%	?	-38	-1%	6%	-21%
COc1ccc(C(=O)NN2CC(O)=C(c3nc4ccccc4n3C)C2=N)cc1OC	-1%	-1%	?	-19	-9%	79%[activator]	-15%
Nc1nonc1-n1nnc(C(=O)N/N=C/c2ccc(Br)cc2)c1CSC1=NCCS1	3%	4%	-7%	?	6%	9%	-19%
CCN(CC)CCNC(=O)c1[nH]c2ccccc2c1Sc1ccc(Cl)cc1	-3%	/	-10%	-38	0%	/	/
Cc1ccc(NC(=O)CCc2c(C)nc3ncnn3c2C)cc1Cl	-4%	/	10%	-11	1%	/	/
O=C(O)CC1c2ccccc2C=Cc2ccccc21	3%	/	?	-1	-6%	11%	-16%
Cc1oc(-c2ccc(C(=O)NCc3ccccc3)cc2)nc1CS(=O)(=O)c1ccccc1	-9%	/	?	0	-29%	/	/
CC(=O)Nc1ccc(Cl)cc1C(=O)c1ccc[nH]1	2%	/	/	-18	/	-6%	/
CC(C)(C)OC(=O)C[C@@H]1C/C=C\C[C@H](CC(=O)N[C@@H](CO)Cc2ccccc2)C(=O)N[C@H](Cc2ccccc2)COC1=O	1%	/	/	1	/	4%	118%[activator]
COc1ccccc1N(C(=O)CCl)c1cn(C(C)=O)c2ccccc12	2%	-1%	-1%	-97*	3.2µM*	4%	42%
Cc1nc(CCNC(=O)CC2C(=O)NCCN2Cc2ccccc2)sc1C (stereo not drawn)	6%	5%	?	20	?	0%	65%[activator]
